ERK EGF inh – EGF-driven ERK pathway inhibition; HEK293-V1b, EGF-stimulated phospho-ERK AlphaScreen; Potency, µM (doses to about 11.5 µM), without a hit: at the highest dose activity change, negative = inhibition, actives largely listed as inhibitors; hit rate 0.41% among 130,000; AID 1454; active = well fitted inhibition curve with a large enough effect; inconclusive = small, poorly fitted or top-dose-only effect, or effect the other way;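 note: plate controls were stimulated vehicle wells for no effect and unstimulated vehicle basal for full effect; nearly all actives have a fitted effect of over 55% in size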
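HEK293 cells stably expressing V1b receptor, serum-reduced (1% FBS) overnight, got compound for 30 min at 37C, then 25 nM EGF for 5 min. Lysate phospho-ERK read by AlphaScreen SureFire; AC50 from Hill fits.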
The depositor's hits bear a star; ? = inconclusive; [ ] = another dose, or the depositor's remark. Potency is the fitted concentration of half-maximal effect.

SMILES | ERK EGF inh
O=C(COC(=O)/C=C/c1cccc([N+](=O)[O-])c1)NCCCN1CCCC1=O | 6%
CSc1nnc(CCCCCCCCc2nnc(SC)o2)o1 | 6%[57.5 µM]
Cc1nonc1OCCNCc1c(C(=O)N(C)C)nc2ccc(Cl)cn12 | 2%
O=c1oc2ccccc2cc1-c1ccccc1 | -5%
Clc1ccc(C(c2ccccc2)N2CCN(c3ccccn3)CC2)cc1 (stereo not drawn) | -3%[57.5 µM]
COc1ccc(-c2ccc(=O)n(CC(=O)NC3CCc4ccccc43)n2)cc1OC (stereo not drawn) | 4%
CCc1ccc2nc(NC(=O)c3ccc(N4C(=O)CCC4=O)cc3)sc2c1 | -4%[57.5 µM]
COC(=O)C1=C(C)N(Cc2ccccc2)C(=O)N[C@@H]1c1ccccc1 | 8%
COc1cccc(NC(=O)CCSc2ccc(C)cc2)c1 | 6%
CN(c1ccccc1C(=O)Nc1ccc2c(c1)OCO2)S(C)(=O)=O | -4%
O=[N+]([O-])c1cccc(OCc2cn3cccnc3n2)c1 | 0%
CCOC(=O)C1(CCc2ccccc2)CCN(C(=O)C2=C(C)OCCO2)CC1 | -16%
Cc1ccc(C)c2[nH]c(=O)c(C(c3nnnn3C(C)(C)C)N3CC=C(c4ccc(F)cc4)CC3)cc12 (stereo not drawn) | -1%
CC1(C)C(=O)Nc2ccccc2N1C(=O)CSc1nnc2c(Cl)cc(Cl)cn12 | -7%
Cc1c(N2C(=O)C(=O)/C(=C(/O)c3ccccc3)C2c2ccc(F)cc2)c(=O)n(-c2ccccc2)n1C (stereo not drawn) | 5%
Cc1cc[n+](CC(=O)Nc2nc3ccccc3s2)cc1 | -3%
CCNS(=O)(=O)c1c(C)cc(C)c(N(C)S(=O)(=O)c2ccccc2)c1C | 6%
Cc1ccnc(NC(=O)c2c(-c3ccccc3Cl)noc2C)c1 | 11%
Cn1cc([N+](=O)[O-])c(C(=O)Nc2ccn(C34CC5CC(CC(C5)C3)C4)n2)n1 | -6%
CC(C(=O)O)n1c(-c2ccn[nH]2)n[nH]c1=S (stereo not drawn) | 3%[57.5 µM]
Nc1nc(Cl)c2ncn(C3OC(CO)C(O)C3O)c2n1 (stereo not drawn) | 25%
O=C(CSc1nnnn1C1CCCC1)Nc1ccccc1N1CCOCC1 | -5%
CSCC[C@H](NC(=O)OC(C)(C)C)C(=O)N/N=C/c1ccc2nccnc2c1 | 10%[57.5 µM]
COC(=O)N1CCC2(CC1)CN(C(=O)Nc1ccc(OC)cc1)C2 | 3%
COc1cc(C(NC=O)C(=O)Nc2c(C)cccc2C)ccc1O (stereo not drawn) | -13%[57.5 µM]
Cc1ccc(NC(=S)N2CCCCCC2)cc1 | -5%[57.5 µM]
CSc1nnc(C)c(/C=C/NOCc2ccc(Cl)cc2)n1 | 22%
CSc1ccccc1NC(=O)CN(C)CC(=O)Nc1ccccc1F | 2%
CC1(C)S[C@@H]2[C@H](NC(=O)COc3ccccc3)C(=O)N2[C@H]1C(=O)O (tested in a mixture with another compound) | -6%[25.7 µM]
COc1ccc(Nc2ccc(N3C(=O)CCC3=O)cc2[N+](=O)[O-])cn1 | 1%
COC(=O)c1c(C)oc(C)c1S(=O)(=O)N1CCOCC1 | 0%[57.5 µM]
CCn1cc(CNC(=O)/C=C/c2cnn(C)c2)c(C)n1 | 7%
CC(=O)Nc1ccc(NC(=O)C2CC(=O)Nc3nc4ccccc4n32)cc1 (stereo not drawn) | -1%[57.5 µM]
O=C(Nc1cccc(F)c1)N1CC[C@@]2(CCCNC2)C1 | 7%
COCCCNC(=O)CCC(=O)NNc1nc2ccccc2c2nc(C)nn12 | 0%
CCC(=O)NC(=S)NNC(=O)c1ccc(O)cc1 | -5%
COC(=O)c1ccc(C(=O)OC)c(NC(=O)/C=C/C(=O)O)c1 | 24%[57.5 µM]
Cc1cc2ccccn2c1C(=O)c1ccc(Cl)c([N+](=O)[O-])c1 | ?
CCC(=O)Nc1nnc(-c2ccc(Cl)s2)o1 | 9%
S=C(Nc1ccccc1)Nc1cccc(Cl)c1Cl | -19%

Reformatted: results already given
canonical_smiles	ERK EGF inh
CC(=O)Nc1ccc(NC(=O)C2CC(=O)Nc3nc4ccccc4n32)cc1 (stereo not drawn)	-1%[57.5 µM]
O=C(Nc1cccc(F)c1)N1CC[C@@]2(CCCNC2)C1	7%

(list continues)
SMILES | ERK EGF inh
CC(C)[C@@H](CC(=O)N[C@@H]1CCCC[C@H]1C(=O)N[C@H](CC(=O)N[C@@H](CCC(=O)O)CC(=O)O)Cc1c[nH]c2ccccc12)NC(=O)C[C@H](Cc1ccccc1)NC(=O)[C@@H]1CCCC[C@H]1N | -8%
CC(C)(C)Nc1oc(-c2ccccc2)nc1-c1cccc2ccccc12 | -5%
COC(=O)CCCC1=CC2=CC(=O)C(C)(OC(=O)c3cccs3)C(=O)C2=CN1Cc1ccc2c(c1)OCO2 (stereo not drawn) | 0%[57.5 µM]
Cc1ccc(OCC(=O)N2CC(C)OC(C)C2)c([N+](=O)[O-])n1 (stereo not drawn) | -5%
NNC(=O)c1cccc(S(=O)(=O)Nc2cccc(C(F)(F)F)c2)c1 | -5%[57.5 µM]
O=C(NCCCN1CCc2ccccc2C1)C1CCN(S(=O)(=O)N2CCC3(CC2)OCCO3)CC1 | 0%
c1ccc2c(c1)CCNC2c1ccncc1 (stereo not drawn) | -7%[57.5 µM]
N/C(=N\OC(=O)COc1ccc(Cl)cc1)c1ccc(Cl)cc1 | 2%
CC1=C(C(=O)O)N2C(=O)C(NC(=O)c3nn(C)cc3[N+](=O)[O-])C2SC1 (stereo not drawn) | 4%
O=C(CNc1ccccc1)N/N=C/c1ccc2c(c1)OCO2 | 10%
Brc1c(-c2ccc3c(c2)OCO3)nc2ncccn12 | 1%
O=C(NNS(=O)(=O)c1ccc(Br)cc1)c1cccs1 | -1%
CC(=O)c1c(N2CCN(c3ccc(F)cc3)CC2)nc(=S)n(Cc2ccccc2)c1C | -2%
O=C(CNC(=O)C1COc2ccccc2O1)N/N=C\c1ccc(Cl)cc1 (stereo not drawn) | 0%[57.5 µM]
COc1ccc(-c2cc(N)n(S(=O)(=O)Cc3ccccc3)n2)c(OC)c1 | 6%
CC(=O)C1=NN(c2ccccc2)C(c2ccc3c(c2)OCO3)N1c1ccc(N2CCOCC2)cc1 (stereo not drawn) | -3%
CC(C(=O)Nc1ccccc1-c1ccccc1)N1CCN(S(=O)(=O)c2ccccc2)CC1 (stereo not drawn) | -8%
Cc1ccc(N2C(=O)CC(NNc3nc4ccccc4s3)C2=O)cc1 (stereo not drawn) | -1%
CCC(C)NS(=O)(=O)c1ccc(NS(=O)(=O)c2ccccc2[N+](=O)[O-])cc1 (stereo not drawn) | -14%
CCn1cc(Cl)c(C(=O)N2N=C3/C(=C/c4cccs4)CCCC3C2c2cccs2)n1 (stereo not drawn) | -5%

Taken from above:
ERK EGF inh result of `Cc1c(N2C(=O)C(=O)/C(=C(/O)c3ccccc3)C2c2ccc(F)cc2)c(=O)n(-c2ccccc2)n1C` (stereo not drawn) stands at 5%
ERK EGF inh result of `S=C(Nc1ccccc1)Nc1cccc(Cl)c1Cl` stands at -19%

The listing continues.
SMILES | ERK EGF inh
CCOc1ccc(NC(=O)c2cc(C)nc3ccccc23)cc1 | 6%
O=C(CSc1ncnc2sccc12)Nc1ccccc1F | ?
CCN(CC)C(=O)c1sc(NC(=O)c2cccc([N+](=O)[O-])c2)c(C#N)c1C | -12%
COc1ccc(-n2cnc3scc(-c4ccccc4)c3c2=O)cc1 | ?
O=C(NCc1cccs1)Nc1cc(Cl)ccc1Cl | 18%
CCOc1ccc(N2C(=O)CC(N(Cc3ccco3)C(=O)CCC(=O)O)C2=O)cc1 (stereo not drawn) | -5%
CNC(=O)c1ccc(CNC(=O)OCc2ccccc2)cc1 | -7%
COc1ccccc1Nc1ccncc1[N+](=O)[O-] | -3%
O=[N+]([O-])c1ccc(-c2cn(-c3ccccc3)c(=S)[nH]2)cc1 | 1%
CCc1c(C)[nH]n(-c2nc(-c3cccc([N+](=O)[O-])c3)cs2)c1=O | 8%
O=C(N/N=C/c1ccc2c(c1)OCO2)C(=O)N1CCCC1 | 5%
Cc1ccccc1OCCCC(=O)Nc1nncs1 | -2%
O=C(Nc1ccccc1)OC1CC2CC1C1CCCC21 (stereo not drawn) | -5%
O=C(Cc1ccccc1)Nc1ccccc1C(=O)Nc1ccccc1 | -1%
CCC1CCCCN1CC(C)(C)NS(=O)(=O)c1ccccc1 (stereo not drawn) | 21%[57.5 µM]
CC(=O)c1ccccc1NC(=O)COC(=O)/C=C/c1ccc(C)o1 | 1%
O=C(N=NC(=O)c1ccc2c(O)n(CC3CCCO3)c(O)c2c1)c1cccnc1 (stereo not drawn) | -2%[57.5 µM]
COC(=O)Nc1csc2c1NC(=O)CCCC2 | 7%[57.5 µM]
Cc1ccc(NC(=O)CC(C(=O)O)c2ccccc2)cc1 (stereo not drawn) | 8%
COc1cc(OC)c(OC)cc1/C=N/NC(=O)c1cnccn1 | -3%

Exported with each value named: part of the list above.
> O=C(N=NC(=O)c1ccc2c(O)n(CC3CCCO3)c(O)c2c1)c1cccnc1 (stereo not drawn)
  ERK EGF inh = -2%[57.5 µM]

> COC(=O)Nc1csc2c1NC(=O)CCCC2
  ERK EGF inh = 7%[57.5 µM]

> Cc1ccc(NC(=O)CC(C(=O)O)c2ccccc2)cc1 (stereo not drawn)
  ERK EGF inh = 8%

The results go on.
SMILES | ERK EGF inh
CCOCCCNC(=O)/C(C#N)=C/c1ccc(Cl)c([N+](=O)[O-])c1 | ?
CC(C)CC(=O)Nc1ccccc1N1CCN(c2ccccc2)CC1 | 1%
CN1CCC(NC(=O)Nc2cccc(C(F)(F)F)c2)CC1 | -27%
CC[n+]1c(C)n(-c2ccccc2)c2ccc(NC(C)=O)cc21 | 4%
CCOc1ccc(S(=O)(=O)NCc2ccccc2Cl)cc1C(N)=O | 0%[57.5 µM]
O=C(CSc1nc2ccccc2c(=O)n1CCCN1CCOCC1)Nc1ccc2c(c1)OCO2 | -14%
CCc1cccc2c(C(=O)CSc3nnc(-c4ccncc4)n3C)c[nH]c12 | -13%
O=C(COC(=O)CCCN1C(=O)c2cccc3cccc(c23)C1=O)Nc1cccc(C(F)(F)F)c1 | 11%
Oc1cccc(/C=N/N2CCN(c3ccccn3)CC2)c1 | -3%[57.5 µM]
CCOc1ccccc1NC(=O)COC(=O)C1CC1 | -11%

Among those listed so far, these have a COOH group:
SMILES | ERK EGF inh
CC(C(=O)O)n1c(-c2ccn[nH]2)n[nH]c1=S (stereo not drawn) | 3%[57.5 µM]
CC1(C)S[C@@H]2[C@H](NC(=O)COc3ccccc3)C(=O)N2[C@H]1C(=O)O (tested in a mixture with another compound) | -6%[25.7 µM]
COC(=O)c1ccc(C(=O)OC)c(NC(=O)/C=C/C(=O)O)c1 | 24%[57.5 µM]
CC(C)[C@@H](CC(=O)N[C@@H]1CCCC[C@H]1C(=O)N[C@H](CC(=O)N[C@@H](CCC(=O)O)CC(=O)O)Cc1c[nH]c2ccccc12)NC(=O)C[C@H](Cc1ccccc1)NC(=O)[C@@H]1CCCC[C@H]1N | -8%
CC1=C(C(=O)O)N2C(=O)C(NC(=O)c3nn(C)cc3[N+](=O)[O-])C2SC1 (stereo not drawn) | 4%
CCOc1ccc(N2C(=O)CC(N(Cc3ccco3)C(=O)CCC(=O)O)C2=O)cc1 (stereo not drawn) | -5%
Cc1ccc(NC(=O)CC(C(=O)O)c2ccccc2)cc1 (stereo not drawn) | 8%

(further entries)
SMILES | ERK EGF inh
C=CCn1c(SCC(=O)Nc2ccccc2C)nc2sc(C)c(C)c2c1=O | 6%
COc1ccc(-c2nc(-c3cccc([N+](=O)[O-])c3O)cc(=O)o2)cc1OC | 2%
CSc1nc2ccccc2c(=O)n1C1CCOC(C)(C)C1 (stereo not drawn) | -9%
O=C(COC(=O)CSCc1ccccc1)NCc1ccccc1 | 1%
COc1ccc(C(=O)C2CCCN(C(=O)c3c4c(nn3C)CCCC4)C2)cc1F (stereo not drawn) | -3%
N#Cc1ccc(OCC(=O)NN2Cc3ccccc3C2=N)cc1 | -8%
NS(=O)(=O)c1ccc(NC(=O)COC(=O)/C(=C/c2cccs2)c2cccs2)cc1 | -3%
CCC(C)NC(=O)c1ccccc1NC(=O)c1ccc(CSc2ccccc2)cc1 (stereo not drawn) | 3%
c1ccc(Sc2ncnc3ccccc23)cc1 | 3%[57.5 µM]
CCOC(=O)NC(=S)Nc1ccc(C(C)(C)C)cc1Br | -7%[57.5 µM]
COc1ccc([C@@H]2[C@@H](O)[C@H](O)[C@@H](C)N2C)cc1OC | -1%
Cc1nnc(SC(C(=O)c2ccccc2)c2ccccc2)[nH]c1=O (stereo not drawn) | 4%[57.5 µM]
CCCCNS(=O)(=O)c1ccc(NC(=O)Cc2ccc(OC)cc2)cc1 | 0%
CC(C)c1ccc(O)c(NC(=S)NC(=O)c2cccnc2)c1 | -15%[57.5 µM]
Nc1nc(N)c2c(ccc3nccc32)[nH]1 | -6%[57.5 µM]
Cc1cccc(NC(=O)NCc2ccc3[nH]c(C)cc3c2)c1 | -5%
COC(=O)CC1=NN(c2ccc(OC)cc2)C(=O)C1 | 4%
O=C(Nc1ccc(F)cc1)C1CC(=O)n2ncnc2N1 (stereo not drawn) | -20%
O=C1/C(=C/c2ccco2)Oc2c1ccc(O)c2CN1CCCCC1 | 3%
NC(=S)NC(=O)/C=C/c1ccccc1 | -7%
COC(=O)c1sccc1NC(=O)/C=C/C(=O)O | 0%
COc1ccc(C(=O)N2CCC(=O)N(C(CO)Cc3ccccc3)CC2)cc1 (stereo not drawn) | 4%
NNC(=O)c1cccc(COc2ccc(Br)cc2)c1 | 22%
CC(=O)OC1CCC2(C)C(=CC=C3C2CCC2(C)C3CCC2C(C)/C=C/C(C)C(C)C)C1(C)C (stereo not drawn) | 9%

Only part of the results is shown; rates above refer to the full screens.
